Casp6 inh = human caspase-6 inhibitors, primary screen, biochemical, VEID-R110 fluorescence, single point, set 2; 350,000 compounds, 0.53% hits; P55212; inhibition, % at 12.5 µM; AID 686996, 2013; purified caspase-6, Z-VEID-R110 cleavage fluorescence;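 active = mean inhibition across replicates at least about 35%, with every replicate also reaching that limit, limit read from the data; inconclusive = only one of the two criteria met; inactive = neither criterion met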;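 also: 0% = median of neutral control wells and 100% = no fluorescence left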
RAD54 inh = inhibitors of human RAD54 branch migration, primary screen, biochemical, fluorescence, single point; RAD54 Holliday junction branch migration, FAM/BHQ fluorescence; 360,000 compounds, 0.14% hits; AID 602329, 2012; DNA repair and recombination protein RAD54-like (Homo sapiens), Q92698; inhibition, % at 10.4 µM;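 active = mean normalized replicate activity at least 40 and at least half of replicates scoring 40 or more; inconclusive = only one of the two criteria met; inactive = mean below 40 and under half of replicates reaching 40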;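 also: 0% = median of neutral control wells and 100% = median of positive control wells; inhibitors cause a drop in the FAM fluorescence signal; in these data hits start at about 50%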
esBAF inh = Bmi1 luciferase reporter increase in mESCs, primary screen, esBAF inhibitor project, mouse ES cells, Bmi1 luciferase knock-in, single point | 350,000 compounds, 2% hits | reporter increase, % at 12.5 µM | 24 h; 100% = twice the neutral-well signal; in the data active = activation above about 40%; inconclusive = no clear call, values can overlap the other calls;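 also: 0% = median of the plate's neutral control wells and 100% = double that signal; a rise in the Bmi1 reporter signal indicates esBAF inhibition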
RAD52 inh = RAD52 DNA annealing inhibitors, primary screen, biochemical, FRET, single point, set 2 | DNA repair protein RAD52 homolog (Homo sapiens), P43351 | recombinant RAD52 DNA annealing, FRET fluorescence | inhibition, % at 18.7 µM | 360,000 compounds, 0.46% hits;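 active = every replicate showing at least 50% inhibition; inconclusive = mean inhibition at least 50% but not in every replicate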
Target sequence (P43351 whole entry, looked up): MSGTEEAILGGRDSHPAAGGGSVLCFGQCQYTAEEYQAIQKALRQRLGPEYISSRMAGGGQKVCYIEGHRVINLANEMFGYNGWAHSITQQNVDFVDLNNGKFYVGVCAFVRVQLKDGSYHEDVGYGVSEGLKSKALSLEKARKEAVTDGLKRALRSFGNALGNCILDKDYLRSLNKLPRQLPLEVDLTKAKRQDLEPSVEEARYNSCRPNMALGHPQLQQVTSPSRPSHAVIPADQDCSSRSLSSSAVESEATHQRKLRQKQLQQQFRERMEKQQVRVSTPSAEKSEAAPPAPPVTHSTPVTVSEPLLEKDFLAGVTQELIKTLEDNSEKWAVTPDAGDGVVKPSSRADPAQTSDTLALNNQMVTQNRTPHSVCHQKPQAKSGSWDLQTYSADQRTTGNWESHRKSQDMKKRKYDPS
PglD inh = C. jejuni PglD acetyltransferase inhibitors, primary screen, biochemical, DTNB colorimetric, single point | UDP-N-acetylbacillosamine N-acetyltransferase PglD (Campylobacter jejuni) | purified PglD enzyme, DTNB colorimetric CoA detection | inhibition, % at 12.5 µM | 360,000 compounds, 0.098% hits | AID 602405, 2012; in the data active = inhibition above about 16%, passing the limit was not always enough; inconclusive = no clear call, values can overlap the other calls; also: strong numbers were not always called active
ERp5 inh = inhibitors of ERp5-driven insulin aggregation, primary screen, biochemical, turbidity, absorbance 650 nm, single point | 350,000 compounds, 0.05% hits | Protein disulfide-isomerase A6 (Homo sapiens), Q15084 | inhibition, % at 9.99 µM | 90 min;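 active = mean replicate inhibition above about 25%, with every replicate also reaching it, limit read from the data, passing the limit was not always enough; inconclusive = only one of those two criteria met; inactive = neither criterion met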
E-selectin induc = E-selectin induction in HUVECs, primary screen, imaging, HUVEC, immunofluorescence imaging, single point | normalized: neutral wells 0, TNF-alpha wells 100 | 260,000 compounds, 0.37% hits | P16581 | activation, % at 7.58 µM;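 active = mean E-selectin-positive cell signal at least 10% of the positive control, reached in at least 60% of replicates, without over 20% cell loss; inconclusive = no rule given, readout overlaps actives, possibly toxicity-flagged; inactive = the rest, including those meeting only one limit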;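 also: in these data hits start at about 27%; measured in HUVEC primary endothelial cells; signal is the percent of cells scored E-selectin positive by PE staining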
Target sequence (P16581 whole entry, looked up): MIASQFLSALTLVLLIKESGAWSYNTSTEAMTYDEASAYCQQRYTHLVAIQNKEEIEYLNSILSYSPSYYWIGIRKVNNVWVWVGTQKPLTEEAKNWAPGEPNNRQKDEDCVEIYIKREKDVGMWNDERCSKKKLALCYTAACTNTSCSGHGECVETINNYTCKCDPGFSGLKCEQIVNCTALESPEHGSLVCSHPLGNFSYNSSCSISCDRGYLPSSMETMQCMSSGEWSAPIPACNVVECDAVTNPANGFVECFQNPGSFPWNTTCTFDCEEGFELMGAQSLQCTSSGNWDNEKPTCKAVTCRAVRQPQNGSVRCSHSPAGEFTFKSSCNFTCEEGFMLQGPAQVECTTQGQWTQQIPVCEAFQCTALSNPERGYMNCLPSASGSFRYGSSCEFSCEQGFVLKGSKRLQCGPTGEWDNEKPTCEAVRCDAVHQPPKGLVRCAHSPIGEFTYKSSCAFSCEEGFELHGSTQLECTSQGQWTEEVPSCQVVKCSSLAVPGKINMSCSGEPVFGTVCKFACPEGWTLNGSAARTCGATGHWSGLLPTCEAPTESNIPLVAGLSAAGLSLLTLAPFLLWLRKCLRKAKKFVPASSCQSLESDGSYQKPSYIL
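Test system – human umbilical vein endothelial cells (HUVEC), E-selectin induction · Input – 3,000 HUVEC seeded per well · Buffer or medium – EGM-2, gelatin · Compound dosing – single-point compound dose · Detection – immunofluorescence imaging · Measure – percent E-selectin-positive cells · Controls – TNF-alpha high, DMSO low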
ARNT-TACC3 inh = disruptors of ARNT/TACC3 protein interaction, primary screen, biochemical, AlphaScreen, single concentration. Transforming acidic coiled-coil-containing protein 3 (Homo sapiens), Q9Y6A5. AlphaScreen His-ARNT PAS-B/GST-TACC3 binding, luminescence; TACC3 fragment carries E629A point mutation. inhibition, % at 9.99 µM. 390,000 compounds, 0.66% hits. AID 623870, 2012;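 active = mean inhibition of replicates at least 50% and at least half of replicates each reaching 50%; inconclusive = half or more replicates reach 50% but mean below 50%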;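 also: 0% = complete ARNT plus TACC3 wells and 100% = ARNT alone without TACC3; many hits fall short of the cut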
Numbers without * were called inactive; ? = inconclusive; . = not tested or not shown. Compounds as they come; overall some 3.2% were active at least once.

SMILES	Casp6 inh	RAD54 inh	esBAF inh	RAD52 inh	PglD inh	ERp5 inh	E-selectin induc	ARNT-TACC3 inh
CN=CC1=C(O)CC(C)(C)CC1=O	.	-4	-10	.	-3	.	.	-9
C[C@H](CO)N1C[C@H](C)[C@H](CN(C)C(=O)Nc2ccc(C(F)(F)F)cc2)Oc2ccc(NC(=O)c3ccncc3)cc2CC1=O	.	-3	-5	0	1	3	1.0	1
COC(=O)[C@@]12C[C@@H](CC(=O)NCC34CC5CC(CC(C5)C3)C4)C(=O)N(Cc3ccc4c(c3)OCO4)C1=CCC(C)(C)C2	-5	.	.	0	.	1	-0.1	.
CCN1CCN(S(=O)(=O)c2ccc(Cl)c(C(=O)N(C)Cc3cccc(Cl)c3Cl)c2)CC1	-108	8	.	5	-4	-6	0.3	2
C=CCN1C(=O)[C@@]2(O[C@@H](CCO)[C@H]([Si](C)(C)c3ccc(OC)cc3)[C@H]2C)c2cc(N3CCOC3=O)ccc21	0	-8	.	10	1	0	.	.
O=C(Cc1c(Cl)cccc1Cl)OCC(=O)N1CCOCC1	1	2	1	3	-4	-5	.	-9
CCC(C)NC(=O)CSc1nnc(-c2cc(-c3ccc(C)cc3)nc3ccccc23)n1N (centres undefined)	.	4	-1	.	0	.	.	-3
CCCN(C)C[C@H]1Oc2ncc(-c3ccccc3F)cc2C(=O)N([C@@H](C)CO)C[C@H]1C	2	-2	-17	12	-1	-1	0.2	.
COc1ccc(CCNC(=O)c2noc(C(C)C)c2[N+](=O)[O-])cc1OC	.	-13	-4	-9	10	2	0.0	12
CCOC(=O)C1(C)/C(=N/Nc2ccc(S(N)(=O)=O)cc2)C(=O)C(=O)N1c1ccccc1 (centres undefined)	6	-2	0	-44	-10	0	.	2
CCc1cc2cc(C)ccc2nc1SCC(=O)N1CCN(C(=O)c2ccco2)CC1	.	-5	-2	.	1	.	.	5
Cc1c(C(=O)NC2=NCCS2)cccc1[N+](=O)[O-]	4	4	8	-10	2	2	0.3	1
C=CCOc1ccc(CNCCO)cc1OCC	-3	-6	1	3	-4	-1	-2.3	-6
CC1(C)Cc2c(sc3nc4n(c(=O)c23)CCC4)CO1	0	7	0	-5	-5	7	.	-1
CC1(Oc2cccc(F)c2)CCN(Cc2ccccc2OC(F)F)C1 (centres undefined)	1	-1	-1	-6	7	-4	0.4	.
O=C(O)c1cc(S(=O)(=O)N(Cc2ccccc2)c2ccc(Cl)cc2)ccc1Cl	.	1	-4	-34	9	3	.	.
Cc1ccc(S(=O)(=O)N(C)C[C@@H]2OCCCC[C@@H](C)Oc3ccc(NC(=O)Nc4c(C)noc4C)cc3C(=O)N([C@H](C)CO)C[C@@H]2C)cc1	-5	-2	1	-1	-3	7	.	-5
CSc1nc(C)c(Cc2ccccc2)c(=O)[nH]1	2	-2	-1	-4	-3	-2	.	10
O=C(CCc1ccccc1)Nc1ccc(S(=O)(=O)NC2=NCCCCC2)cc1	-2	3	-4	-14	-4	-3	1.1	6
C=CCn1c(C)nnc1SCC(=O)N1c2ccccc2NC(=O)C1(C)C	4	-5	-3	1	1	0	0.7	.
COc1ccccc1OCCSc1nc2ccccc2n1CC(=O)O	3	0	2	-7	0	-2	-0.3	.
O=C(C[C@H]1C=C[C@H](NC(=O)CN2CCOCC2)[C@@H](CO)O1)NC1CCC1	0	1	2	-3	9	6	-0.2	-3
O=C(O)c1ccc(/C=C2\COc3ccccc3C2=O)cc1	5	.	4	-1	.	-1	.	1
COC(=O)c1sccc1NC(=S)Nc1ccc(C)cc1	5	.	.	0	.	1	.	-8
Cc1c(OCC(=O)N[C@@H](CSCc2ccccc2)C(=O)O)ccc2c3c(c(=O)oc12)CCC3	-3	-2	10	-126	1	3	.	12

Part of the list above, as a markdown table:
| molecule | Casp6 inh | RAD54 inh | esBAF inh | RAD52 inh | PglD inh | ERp5 inh | E-selectin induc | ARNT-TACC3 inh |
| --- | --- | --- | --- | --- | --- | --- | --- | --- |
| CCC(C)NC(=O)CSc1nnc(-c2cc(-c3ccc(C)cc3)nc3ccccc23)n1N (centres undefined) | . | 4 | -1 | . | 0 | . | . | -3 |
| CCCN(C)C[C@H]1Oc2ncc(-c3ccccc3F)cc2C(=O)N([C@@H](C)CO)C[C@H]1C | 2 | -2 | -17 | 12 | -1 | -1 | 0.2 | . |
| COc1ccc(CCNC(=O)c2noc(C(C)C)c2[N+](=O)[O-])cc1OC | . | -13 | -4 | -9 | 10 | 2 | 0.0 | 12 |
| CCOC(=O)C1(C)/C(=N/Nc2ccc(S(N)(=O)=O)cc2)C(=O)C(=O)N1c1ccccc1 (centres undefined) | 6 | -2 | 0 | -44 | -10 | 0 | . | 2 |
| CCc1cc2cc(C)ccc2nc1SCC(=O)N1CCN(C(=O)c2ccco2)CC1 | . | -5 | -2 | . | 1 | . | . | 5 |
| Cc1c(C(=O)NC2=NCCS2)cccc1[N+](=O)[O-] | 4 | 4 | 8 | -10 | 2 | 2 | 0.3 | 1 |
| C=CCOc1ccc(CNCCO)cc1OCC | -3 | -6 | 1 | 3 | -4 | -1 | -2.3 | -6 |
| CC1(C)Cc2c(sc3nc4n(c(=O)c23)CCC4)CO1 | 0 | 7 | 0 | -5 | -5 | 7 | . | -1 |
| CC1(Oc2cccc(F)c2)CCN(Cc2ccccc2OC(F)F)C1 (centres undefined) | 1 | -1 | -1 | -6 | 7 | -4 | 0.4 | . |
| O=C(O)c1cc(S(=O)(=O)N(Cc2ccccc2)c2ccc(Cl)cc2)ccc1Cl | . | 1 | -4 | -34 | 9 | 3 | . | . |

(further entries)
SMILES	Casp6 inh	RAD54 inh	esBAF inh	RAD52 inh	PglD inh	ERp5 inh	E-selectin induc	ARNT-TACC3 inh
CC1(C(=O)NS(=O)(=O)Cc2cccc(Cl)c2)CCN1C(=O)c1ccc(C2CCCCC2)cc1 (centres undefined)	14	10	7	-12	0	-5	-0.3	.
O=C(C[C@@H]1C=C[C@H](NC(=O)Cc2ccccn2)[C@H](CO)O1)NCCc1ccccc1	1	.	.	-22	.	22	-0.4	.
CCOc1ccc(NC(=O)Nc2cnccn2)cc1	-2	.	.	-5	.	-1	-0.2	6
Cc1noc(C)c1C(=O)N1CCC(CO)(Cc2ccccc2)CC1	0	.	.	-2	.	-1	.	1
O=C(C[C@H]1CC[C@H](NC(=O)C2CCOCC2)[C@H](CO)O1)NCC1CC1	1	.	.	9	.	-1	-0.2	.
CC(C)Cn1c(NCCO)nc2ccccc21	.	1	3	.	1	.	-2.2	2
CN(C)c1ccc2c3c(ccc(N(C)C)c13)COC2	1	.	.	-16	.	-1	.	-5
COC(=O)c1ccccc1NC(=O)CSc1nnnn1CC(=O)O	-1	5	-7	12	2	2	-0.1	.
CC(C)Cc1nc2oc3c(N4CCN(CCO)CC4)ncnc3c2c2c1CCCC2	.	-21	2	.	-3	.	.	5
CCC(=O)Nc1cccc(-c2nnc(-c3ccccc3)o2)c1	0	4	74*	-7	-2	13	2.1	-4
COc1ccc(/C=C/c2c(-c3ccc(OC)cc3)oc3ccc(-c4ccc(OC)cc4)cc23)cc1	.	-9	-6	5	1	-7	0.0	-18
CCC(=O)Nc1ccc2c(c1)OC[C@H](C)N(C(=O)C1CC1)C[C@@H](C)[C@@H](OC)CN(C)C2=O	.	-11	4	-4	1	2	0.1	.
CC(C)CNC(=O)c1ccccc1NC(=O)c1ccccc1N(C)S(C)(=O)=O	.	-7	2	.	-1	.	.	-19
COc1ccc(NC(=O)CN(c2cc(C)cc(C)c2)S(=O)(=O)c2c(C)noc2C)cc1	2	2	-1	-8	-4	0	.	-5
COc1ccc(CCNC(=O)CC2SC(=NCc3ccccc3OC)NC2=O)cc1 (centres undefined)	-3	.	.	-23	.	1	.	2
C[C@@H]1CCCCO[C@H](CN(C)CC2CCCCC2)[C@H](C)CN([C@H](C)CO)C(=O)c2cc(NC(=O)Nc3ccc(F)cc3)ccc2O1	0	-4	0	-5	0	-8	0.3	18
CC(=O)Nc1cc(-c2ccc(N)nc2)cn2c(-c3cccc(C(F)(F)F)c3)cnc12	8	-9	-4	-3	-1	-12	-0.1	.
COc1ccc(/C=C(\NC(=O)c2ccc(C)cc2)C(=O)NCCCn2ccnc2)cc1OC	-44	-2	-2	-11	-4	-7	.	54*
COc1ccccc1NC(=O)CCSc1nc(C)cc(C)n1	-2	.	.	-13	.	-11	.	-5
COc1ccc(CNC(=O)C2CCCN(C(=O)Nc3ccc(OC)cc3)C2)cc1 (centres undefined)	0	-3	5	-9	-15	1	.	10
Cc1cc(=O)oc2c(C)c(OCC(=O)c3ccccc3)ccc12	-2	5	27	-10	-2	-2	.	-2
COc1cccc(C(C(=O)NC2CCCCC2)N(CCN2CCOCC2)C(=O)C2COc3ccccc3O2)c1 (centres undefined)	-1	1	3	-2	-2	-1	-0.7	9
COc1ccc(C2CC(c3ccccc3)=NN2C(=O)CSc2nnnn2-c2cccc(C)c2)cc1 (centres undefined)	-1	1	7	0	5	11	.	-6
CN(C)CCNS(=O)(=O)c1ccc2c3c(cccc13)C(=O)N2	-4	15	-1	10	-2	4	.	-4
CSc1c(-c2ccccn2)c(N)nn1C(=O)C1CCC1	-2	.	-11	-6	.	.	.	0
More results follow:
SMILES	Casp6 inh	RAD54 inh	esBAF inh	RAD52 inh	PglD inh	ERp5 inh	E-selectin induc	ARNT-TACC3 inh
CCCN(C)C[C@H]1Oc2cc(C#Cc3ccncc3)ccc2S(=O)(=O)N([C@@H](C)CO)C[C@H]1C	-2	1	7	0	-13	-11	-0.1	-3
CC(C)(C)OC(=O)N[C@H](Cc1ccccc1)C(=O)N1CCC[C@@H]1C(=O)O	-2	-21	-7	-6	1	3	0.2	-4
C=CCNC(=O)C1CCC(C(=O)NCC=C)CC1 (centres undefined)	-4	-9	-3	-3	-2	-4	1.5	1
CCOC(=O)c1c(C2CC2)csc1NC(C)=O	.	2	-4	.	-4	.	.	-1
O=C(C[C@H]1C=C[C@@H](NC(=O)C2CCOCC2)[C@@H](CO)O1)Nc1ccc(-c2ccccc2)cc1	-5	-2	4	1	-1	2	-0.2	-9
COc1ccccc1CCNC(=O)c1cccc(S(=O)(=O)N2CCc3ccccc3C2)c1	-1	-1	-2	-14	-3	2	0.1	22
COc1ccc(N2C(=O)CSC23CCCCC3)cc1	.	?	2	.	5	.	.	26
Cc1cc(NC(=O)CSc2n[nH]c(CC(C)C)n2)no1	.	7	-7	.	-5	.	.	-5
CC(=O)c1sc2nc(-c3cccs3)cc(C(F)(F)F)c2c1N	.	-5	1	.	-2	.	.	2
O=C1c2ccccc2C(O)N1Cc1ccco1 (centres undefined)	2	-6	-1	-16	3	9	-0.1	-4
O=C(CSc1nnnn1-c1ccc(Cl)cc1)N1CCc2ccccc2C1	.	-3	0	.	-2	.	.	3
Cc1ccc(C(C2=C(O)CC(C)(C)CC2=O)C2C(=O)CC(C)(C)CC2=O)o1 (centres undefined)	.	8	-1	.	-9	.	.	-7
O=C(O)c1ccc(S(=O)(=O)c2ccc3c(c2)C(=O)N(Cc2ccco2)C3=O)cc1	.	0	-8	.	-3	.	.	-8

Screening data from PubChem BioAssay.
